Screening results deposited in PubChem by National Center for Advancing Translational Sciences (NCATS).
TDP1 cell noCPT – qHTS for Inhibitors of human tyrosyl-DNA phosphodiesterase 1 (TDP1): qHTS in cells in absence of CPT; DT40 Tdp1-/- hTDP1 cells, no CPT, ATP luminescence, 48 h; Potency, µM (doses to about 46.2 µM), inactives show at the top dose activity change, negative = growth inhibition, hits mostly inhibitors; 420,000 tested, 15% active; note: nearly all actives have a fitted effect of over 55% in size
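Camptothecin absent (DMSO only). Human TDP1-complemented DT40 knockout cells, 400 cells/well, 37 °C for minimum 48 hr; ATP measured via CellTiter-Glo, 30 min dark incubation, luminescence.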
GCN5L2 inh – qHTS Assay for Inhibitors of GCN5L2 | Histone acetyltransferase KAT2A (Homo sapiens), Q92830 | GCN5L2 HAT assay, ThioGlo1 CoA-SH fluorescence | Potency, µM (series often up to 58.9 µM), for inactives: at the highest dose activity change, negative = inhibition, most hits filed as inhibitors | 390,000 tested, 0.21% active | AID 504327, 2011
Target sequence (Q92830 whole entry, looked up): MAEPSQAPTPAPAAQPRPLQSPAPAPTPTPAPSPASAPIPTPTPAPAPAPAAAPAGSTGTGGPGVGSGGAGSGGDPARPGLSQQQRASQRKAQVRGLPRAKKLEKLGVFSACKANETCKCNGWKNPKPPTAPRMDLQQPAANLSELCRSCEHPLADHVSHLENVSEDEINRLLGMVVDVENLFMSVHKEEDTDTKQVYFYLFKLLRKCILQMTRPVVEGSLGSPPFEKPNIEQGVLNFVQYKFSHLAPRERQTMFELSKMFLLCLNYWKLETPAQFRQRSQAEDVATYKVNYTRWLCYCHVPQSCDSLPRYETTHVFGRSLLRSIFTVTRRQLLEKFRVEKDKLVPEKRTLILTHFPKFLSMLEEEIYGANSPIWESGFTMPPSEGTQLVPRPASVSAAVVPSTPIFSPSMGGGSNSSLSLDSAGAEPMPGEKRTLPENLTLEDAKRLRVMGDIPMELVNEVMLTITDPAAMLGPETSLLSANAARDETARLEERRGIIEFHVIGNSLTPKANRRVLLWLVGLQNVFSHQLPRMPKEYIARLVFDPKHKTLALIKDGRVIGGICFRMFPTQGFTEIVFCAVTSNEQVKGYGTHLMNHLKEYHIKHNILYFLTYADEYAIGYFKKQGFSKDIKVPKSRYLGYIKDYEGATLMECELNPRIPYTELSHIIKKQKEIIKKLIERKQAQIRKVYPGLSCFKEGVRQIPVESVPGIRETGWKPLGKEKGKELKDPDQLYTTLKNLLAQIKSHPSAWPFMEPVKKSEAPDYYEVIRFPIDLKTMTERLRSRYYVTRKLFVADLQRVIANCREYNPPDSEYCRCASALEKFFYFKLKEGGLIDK
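GCN5L2 (20nM final) in 50mM HEPES, 0.1mM EDTA pH 7.5, 0.01% Tween-20 was preincubated 15 min at room temperature with compound, then given ThioGlo1 (50uM), H3(1-25) peptide (75uM) and acetyl-CoA (70uM); CoA-thiol fluorescence (Ex340/Em540) was read at 0 and 20 min.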
DT40 TDP1 CPT – qHTS for Inhibitors of human tyrosyl-DNA phosphodiesterase 1 (TDP1): qHTS in cells in presence of CPT. chicken DT40 Tdp1-/-;hTDP1 cells + 20 nM CPT, ATP luminescence, 48 h. Potency, µM (top dose mostly 46.2 µM), without a hit: at the highest dose activity change, negative = growth inhibition, usual class: inhibitors. 420,000 tested, 12% active; note: nearly all actives have a fitted effect of over 55% in size
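Chicken DT40 Tdp1-/- cells stably complemented with human TDP1 were seeded at 400 cells/well in medium containing 20 nM camptothecin, exposed to pin-transferred compounds, and grown at 37 °C for at least 48 hr. Viability was read as ATP luminescence.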
Active calls of the source: *; ? = inconclusive; · = no result given. Calls come from the whole dose curve; as a rule, active = well fitted curve in the direction sought with a large enough effect; inconclusive = small, poorly fitted or top-dose-only effect, or another doubt; inactive = no such curve, though single readings can be large; an effect the other way counts as inactive or inconclusive. % is set by controls: 0 for no effect and ±100 for the full control effect; potency is the fitted concentration of half-maximal effect. Not all compounds are listed (hit frequency here may not be typical).

nr	SMILES	TDP1 cell noCPT	GCN5L2 inh	DT40 TDP1 CPT
1	O=C1CC(c2ccc(S(=O)(=O)NCCOc3ccccc3)cc2)CN1 (stereo unspecified)	-16%	-8%	-12%
2	Cc1ccc(-c2csc(N=C(N)N)n2)cc1	?	-7%	-21%
3	Cn1c(SCC(=O)Nc2cccc3ccccc23)nc(O)cc1=O	0%	-3%	1%
4	O=C1CCCc2c1[nH]c1ccccc21	-3%	-11%	?
5	C=CCOC(=O)Nc1nc(CCNC(=O)OC(C)(C)C)c(C(=O)OC)s1	-17%	·	-15%
6	COc1ccc(NC(C#N)c2ccc(OC)cc2)cc1 (stereo unspecified)	-12%	0%	-3%
7	CCSc1ncccc1C(=O)N[C@@H](CCSC)C(=O)OC	-15%	3%	-1%
8	CC(C)C(=O)N1CCCC1(C)C(=O)Nc1ccccc1 (stereo unspecified)	7%	·	8%
9	CC(=O)CC1(OC(C)=O)C(=O)N(C)c2ccccc21 (stereo unspecified)	2.9µM*	0%	3.7µM*
10	NC(=O)CN(c1ccc(Cl)cc1)S(=O)(=O)c1ccccc1	-18%	0%	-9%
11	Cc1cccc(NC(=O)CSC2=NN3CCCC(=O)N=C3S2)c1C	?	-5%	-22%
12	O=C(/C=C/c1ccco1)Nc1cc(Cl)ccc1C(=O)O	?	-24%	?

Entries of single compounds from above.
`C=CCOC(=O)Nc1nc(CCNC(=O)OC(C)(C)C)c(C(=O)OC)s1` across the screens: TDP1 cell noCPT = -17%; GCN5L2 inh = ·; DT40 TDP1 CPT = -15%
`CCSc1ncccc1C(=O)N[C@@H](CCSC)C(=O)OC` across the screens: TDP1 cell noCPT = -15%; GCN5L2 inh = 3%; DT40 TDP1 CPT = -1%
`O=C1CCCc2c1[nH]c1ccccc21` across the screens: TDP1 cell noCPT = -3%; GCN5L2 inh = -11%; DT40 TDP1 CPT = ?

Following part:
nr	SMILES	TDP1 cell noCPT	GCN5L2 inh	DT40 TDP1 CPT
13	CCOC(=O)C1=C(C)N=C2SCCC(=O)N2C1c1cccs1 (stereo unspecified)	-10%	-9%	13%
14	COc1ccccc1C(=O)NC(CCSC)C(=O)NCc1ccncc1 (stereo unspecified)	-10%	-7%	-11%
15	COc1ccc(OC)c(C(O)c2coc3ccc(O)c(CN(C)C)c23)c1 (stereo unspecified)	-18%	-12%	-9%
16	CC(=O)OC[C@@H]1CN(Cc2ccccc2)C[C@H](n2cnc3c(N4CCN(c5ccccc5)CC4)ncnc32)O1	18µM*	·	16µM*
17	Cc1ncsc1C(=O)NCc1ccc(N2CCCC2=O)cc1	-28%	-1%	?
18	O=C(NCc1cccnc1)C1c2ccccc2C(=O)N1C1CCCC1 (stereo unspecified)	-4%	-8%	-27%
19	CCc1ccc(Nc2n[n+](-c3ccccc3)c(-c3cccc(C)c3)s2)cc1	5.8µM*	-13%	7.3µM*
20	CCOC(=O)C1CSC(CC(=O)Nc2ccc(Cl)c(Cl)c2)C(=O)N1 (stereo unspecified)	-24%	·	-25%
21	CCN1C(=O)/C(=C/C=C2/SCCN2C)SC1=S	13µM*	-12%	?
22	CCOc1ccc(NC(=O)CSc2nnc(Cc3cccn3C)n2-c2ccc(OC)cc2)cc1	?	-2%	?
23	NC(=O)C1CCN(CC(O)COCc2ccccc2Cl)CC1 (stereo unspecified)	-6%	-2%	4%
24	CC(C)(C)NCC(O)COc1ccccc1C1CCCC1 (stereo unspecified)	15µM*	-2%	?

Following part:
nr	SMILES	TDP1 cell noCPT	GCN5L2 inh	DT40 TDP1 CPT
25	C[C@@H]1CN([C@@H](C)CO)C(=O)CCCn2nncc2CO[C@@H]1CN(C)S(=O)(=O)c1ccc(F)cc1	22%	·	1%
26	CCCCn1c(N)c(N(CCOC)C(=O)c2cc(S(=O)(=O)N3CCCCC3)ccc2Cl)c(=O)[nH]c1=O	-1%	-1%	6%
27	O=C(Oc1ccc(Br)cc1C(=O)/C=C/c1ccccc1F)c1ccco1	16µM*	·	21µM*
28	N#Cc1cccc(Nc2c3c(nc4ccccc24)CCCC3)c1	26µM*	-7%	18µM*
29	Cc1nc2scc(-c3ccccc3)c2c(=O)n1/N=C/c1ccco1	?	-4%	?
30	COc1ccccc1CNC(=O)CSc1ccc(Br)cc1	?	-2%	-18%
31	CCOc1cc(CNc2ccc(S(N)(=O)=O)cc2)ccc1OCC(=O)NC(C)(C)C	?	-3%	-23%
32	O=C(CN1CCc2cc3c(cc2C1)OCCCO3)Nc1cccc(Br)c1	?	0%	?
33	Cc1ccc(NC(=O)CSCC(=O)N(C)CC(=O)Nc2cccc(F)c2)cc1	-22%	2%	12%
34	CC(CC(=O)Nc1ncc([N+](=O)[O-])s1)c1ccccc1 (stereo unspecified)	?	-1%	?
35	CC(=O)Nc1c(Br)cc2c(c1Br)Cc1cc([N+](=O)[O-])ccc1-2	?	·	?
36	Cc1ccc(S(=O)(=O)N(C)Cc2ccc(-c3nnc4n3CCC4)cc2)cc1	-29%	2%	?

Of the compounds above, two have an NH in an aromatic ring.
nr	SMILES	TDP1 cell noCPT	GCN5L2 inh	DT40 TDP1 CPT
4	O=C1CCCc2c1[nH]c1ccccc21	-3%	-11%	?
26	CCCCn1c(N)c(N(CCOC)C(=O)c2cc(S(=O)(=O)N3CCCCC3)ccc2Cl)c(=O)[nH]c1=O	-1%	-1%	6%

The results go on.
nr	SMILES	TDP1 cell noCPT	GCN5L2 inh	DT40 TDP1 CPT
37	O=C(Nc1ccc2oc(-c3cccnc3)nc2c1)c1ccc(-c2ccc(OC(F)(F)F)cc2)o1	21µM*	4%	?
38	CC(C)(C)OC(=O)N(Cc1ccccc1)Cc1cccc(OCc2cccc(NC(=O)c3ccccc3)c2)c1	23µM*	·	23µM*
39	Cc1cccc(CSc2cn(CC(=O)N3CCCCC3)c3ccccc23)c1	21µM*	-11%	?
40	COc1ccc(OC)c2[nH]c(C(=O)N3CCC(C(=O)O)CC3)cc12	1%	-3%	15%
41	N#CC(c1ccc(N)cc1)C(CC(=O)c1ccccc1)c1ccccc1 (stereo unspecified)	29µM*	·	?
42	OC(CSc1ccccc1)CN1CCN(c2ccc(Cl)cc2)CC1 (stereo unspecified)	21µM*	·	?
43	COC(=O)c1[nH]c2ccccc2c1NC(=O)CN1CCN(Cc2ccc3c(c2)OCO3)CC1	?	-3%	?
44	Cc1cc(C(=O)OC(C)C(=O)Nc2cccc(Cl)c2)on1 (stereo unspecified)	-24%	-6%	-3%
45	Cc1ccsc1C=C1C(=O)c2ccccc2C1=O	-14%	-10%	-9%
46	Cc1ccc(Oc2nnc(-c3ccc(C)cc3)c3ccccc23)cc1	15µM*	23%	21µM*
47	Cc1ccn2cc(CCNS(=O)(=O)c3ccc4c(c3)OCCO4)nc2c1	-15%	-2%	-16%
48	O=[N+]([O-])c1ccc(N2CCOCC2)cc1O	?	-7%	?

Next section
nr	SMILES	TDP1 cell noCPT	GCN5L2 inh	DT40 TDP1 CPT
49	Cc1ccc(C(c2nnnn2C2CCCCC2)N2CCN3CCCC3C2)cc1 (stereo unspecified)	-25%	0.89µM*	?
50	CCCCN(C)C(=O)Cn1nc(Cc2ccncc2)c2ccccc2c1=O	-8%	-19%	1%
51	Cc1ccc(C)c(C(=O)N2CCC(n3nccc3NC(=O)C3CC3)CC2)c1	-4%	?	13%
52	O=C(NCCCn1ccnc1)c1cc2c(s1)CCCC2	13%	-13%	-6%
53	Cc1ccc(C)c(NC(=O)C(OC(=O)c2ccc(CO)cc2)c2ccccc2)c1 (stereo unspecified)	-3%	-3%	-5%
54	CCC[C@@H](OS(N)(=O)=O)[C@@H](Cc1ccccc1)C(=O)OCC	-12%	?	-17%
55	CCN(CCNC(=O)c1ccc2nc(-c3ccccc3NC(C)=O)c(=O)[nH]c2c1)c1ccccc1	?	-13%	?
56	CCCCN1C[C@H](c2ccc(OC)cc2)[C@@H](CC(=O)Nc2ccc(OC)cc2)C1=O	?	·	?
57	CC(C)CC(=O)Nc1ccccc1-c1nnn(CC(=O)N2CCc3ccccc3C2)n1	?	-15%	?
58	COc1ccc2nc(SCC(=O)N3CCCCCC3)c(C#N)cc2c1	16µM*	-9%	?
59	COc1ccc(NS(=O)(=O)NC(=O)c2cn(C)c3ccccc23)cc1	0%	-2%	2%
60	O=C(CN1CCN(c2ccccn2)CC1)Nc1ccc(Cl)c(C(F)(F)F)c1	18µM*	-7%	18µM*

Following part.
nr	SMILES	TDP1 cell noCPT	GCN5L2 inh	DT40 TDP1 CPT
61	COc1ccc(N(Cc2cc3cc(OC)ccc3[nH]c2=O)C(=O)c2cccnc2)cc1	23µM*	4%	16µM*
62	COc1cccc(C(=O)NCc2nnc(SCC(=O)Nc3nccs3)n2-c2cccc(C)c2)c1	-20%	0%	2%
63	CSCCC(NS(=O)(=O)c1ccccc1F)C(=O)N1CCCCCC1 (stereo unspecified)	14%	-11%	-16%
64	C=C1C[C@H](OC(=O)C(C)(O)CCl)C2C(=C)C(=O)O[C@@H]2C2C1C[C@H](O)[C@]2(O)CCl (stereo partly specified)	0.82µM*	·	1.5µM*
65	O=C(O)CCc1ccc(-c2cccs2)n1NC(=O)c1cccs1	-8%	-4%	-10%
66	CCOC(=O)c1ccc(N2C(=O)c3n[nH]c(C)c3C2c2cccnc2)cc1 (stereo unspecified)	-24%	-8%	-26%
67	O=C(/C=C/c1ccccc1)NCC(=O)N/N=C/c1ccccc1[N+](=O)[O-]	?	-4%	-6%
68	COc1ccc(/C=C(\NC(=O)c2ccc(OCC(C)C)cc2)C(=O)OCc2ccco2)cc1	16µM*	-11%	21µM*
69	Cc1nc2c(sc(=S)n2Cc2ccco2)c(=O)n1CC(=O)Nc1cc(F)ccc1F	?	-5%	12µM*
70	N#CN(Cc1ccccc1)Cc1ccccc1	-12%	3%	-22%
71	CN(C)c1cccc(C(=O)N(C)C2CCCN(Cc3ccccc3F)C2)c1 (stereo unspecified)	?	-9%	-1%
72	CC(C)C[C@H](NC(=O)c1nc[nH]c1C(=O)N1CCN(C(=O)OC(C)(C)C)CC1)C(=O)OC(C)(C)C	?	-10%	?

The closing five records of the part before come first, to join the parts.
nr	SMILES	TDP1 cell noCPT	GCN5L2 inh	DT40 TDP1 CPT
68	COc1ccc(/C=C(\NC(=O)c2ccc(OCC(C)C)cc2)C(=O)OCc2ccco2)cc1	16µM*	-11%	21µM*
69	Cc1nc2c(sc(=S)n2Cc2ccco2)c(=O)n1CC(=O)Nc1cc(F)ccc1F	?	-5%	12µM*
70	N#CN(Cc1ccccc1)Cc1ccccc1	-12%	3%	-22%
71	CN(C)c1cccc(C(=O)N(C)C2CCCN(Cc3ccccc3F)C2)c1 (stereo unspecified)	?	-9%	-1%
72	CC(C)C[C@H](NC(=O)c1nc[nH]c1C(=O)N1CCN(C(=O)OC(C)(C)C)CC1)C(=O)OC(C)(C)C	?	-10%	?
73	COc1ccc(OC)c(/C=C2/Sc3ccccc3C2=O)c1	-8%	-2%	0%
74	C=CCn1c(COc2ccccc2)nnc1SCC(=O)Nc1ccc(S(N)(=O)=O)cc1	-1%	-5%	0%
75	O=C(NCCCN1CCN(c2ccccc2)CC1)C1CCCN(c2ncnc3c2nc2n3CCCCC2)C1 (stereo unspecified)	?	-3%	23µM*
76	CCN(CC)S(=O)(=O)c1ccc(C)c(NC(=O)COC(=O)CCC(=O)c2cccs2)c1	-11%	-5%	3%
77	Cc1ccc2cc(CCNC(=O)CC(C)C)c(=O)[nH]c2c1	4%	-3%	-13%
78	Cc1ccc(CNS(=O)(=O)c2ccc(C(=O)N(C)C)s2)cc1	?	-7%	?
79	O=C(CSc1nnc(NCc2ccccc2)s1)c1ccco1	-8%	-4%	-25%
80	O=c1[nH]c2ccccc2n1Cc1ccc(F)cc1	-16%	-8%	?
81	CC(C)CNC(=O)C1(C)CCCN1Cc1ccc(OC(F)(F)F)cc1 (stereo unspecified)	?	·	?
82	Cc1c(Cl)cccc1NC(=O)CSc1nc(=O)n(Cc2ccncc2)c2c1CCC2	-1%	0%	-8%
83	CCCn1c2c(c(O)c(C(=O)Nc3ncccc3C)c1=O)CCCC2	3%	-7%	-8%
84	CCOc1ncccc1C(=O)OCC(=O)N1c2ccccc2CC1C (stereo unspecified)	-1%	-8%	-21%
85	CCOC(=O)c1c(C)[nH]c(C)c1S(=O)(=O)N1CCC(C(=O)NCc2ccc(F)cc2)CC1	-7%	25%	-11%
86	CC(C)CC1NC(=O)N(CCCCN2C(=O)c3ccccc3C2=O)C1=O (stereo unspecified)	-16%	-3%	9%
87	Oc1ccc(C=Nc2cccc3ncccc23)c(O)c1	-27%	2%	?
